beta cell repl – inducers of MIN6 beta-cell proliferation, primary screen, ATP luminescence, uHTS; MIN6 cells proliferation, ATPlite luminescence, 48 h; cells starved in 0.2% serum; 100% = growth in 10% serum; proliferation, % at 10 µM; 0.29% of 330,000 active; AID 2380, 2010;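 active = compounds whose signal lies at least 3.5 SD above the mean of all wells on their plate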;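 also: 0% = DMSO-treated cells in low-serum medium and 100% = 10% serum control; some compounds called inactive have numbers as strong as hits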
mIAP act – activators of mouse IAP, primary screen, biochemical, luminescence, uHTS. intestinal alkaline phosphatase [Mus musculus]. muIAP, CDP-Star luminescence, 30 min; active compounds read high; 1 = vehicle-only enzyme signal, 0 = enzyme-free wells. activation factor at 10 µM. 0.24% of 330,000 active;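 active = activation factor of at least 2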; also: the source names both 10 and 20 µM as test concentration; values of inactives mirror those of a sister screen read the other way
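Assay system: mouse IAP enzyme / Compound: DMSO-dissolved test compounds / Timing: 30 min, room temperature / Measured by: luminescence from enzymatic CDP-Star hydrolysis / Control set: DMSO-only wells, enzyme-free buffer wells as negative control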
MPTP block – mitochondrial permeability transition pore inhibitors, primary screen, biochemical, isolated mouse mitochondria, absorbance; 1.4% of 360,000 active; AID 602449, 2012; inhibition, % at 10 µM; Ca2+ swelling absorbance, 30 min;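 active = inhibition of 50% or more, scaled per plate between neutral and stimulator controls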;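 also: 0% = DMSO wells given calcium and 100% = 1 mM EGTA wells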
mIAP inh – inhibitors of mouse IAP, primary screen, biochemical, luminescence, uHTS; inhibition, % at 10 µM; intestinal alkaline phosphatase [Mus musculus]; purified mouse IAP, CDP-Star luminescence, 30 min; 0.2% of 330,000 active;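 active = inhibition of at least 40% at 10 µM in the primary screen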;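 also: plate controls were DMSO with enzyme for no effect and no enzyme wells for full effect; values of inactives mirror those of a sister screen read the other way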
hIAP activ – human IAP activators, primary screen, biochemical, luminescence, uHTS; purified human IAP, CDP-Star luminescence, 30 min; active compounds read high; 1 = vehicle-only enzyme, 0 = enzyme-free background; activation factor at 10 µM; 0.16% of 330,000 active; AID 2524, 2010;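 active = activation factor of the enzyme at least 2-fold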; also: the source names both 10 and 20 µM as test concentration; values of inactives mirror those of a sister screen read the other way
Target sequence (P09923 whole entry, looked up): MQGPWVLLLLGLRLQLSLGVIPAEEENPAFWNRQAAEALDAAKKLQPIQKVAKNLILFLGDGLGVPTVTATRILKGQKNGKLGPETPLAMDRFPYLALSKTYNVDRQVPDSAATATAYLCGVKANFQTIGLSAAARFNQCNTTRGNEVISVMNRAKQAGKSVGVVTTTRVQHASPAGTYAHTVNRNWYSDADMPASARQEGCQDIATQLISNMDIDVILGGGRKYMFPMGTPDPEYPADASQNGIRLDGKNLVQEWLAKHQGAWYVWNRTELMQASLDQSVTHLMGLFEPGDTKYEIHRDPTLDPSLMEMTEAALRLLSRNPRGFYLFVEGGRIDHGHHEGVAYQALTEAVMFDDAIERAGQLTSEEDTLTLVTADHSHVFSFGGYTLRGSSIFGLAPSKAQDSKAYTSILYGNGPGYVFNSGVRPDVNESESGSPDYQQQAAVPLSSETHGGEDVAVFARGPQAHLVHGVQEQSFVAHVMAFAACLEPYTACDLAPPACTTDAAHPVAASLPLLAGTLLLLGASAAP
hIAP block – human IAP inhibitors, primary screen, biochemical, luminescence, uHTS | purified IAP, CDP-Star luminescence, 30 min | inhibition, % at 10 µM | 0.12% of 330,000 active;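 active = inhibition reaching a set limit with compound at 10 µM in the primary screen, cut at about 35% in these data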;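 also: plate controls were DMSO wells with enzyme for no effect and no-enzyme buffer wells for full effect; values of inactives mirror those of a sister screen read the other way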
GRIN3A LBD mod – binders of NR3A ligand-binding domain, primary screen, biophysical, differential scanning fluorimetry, uHTS. NR3A LBD differential scanning fluorimetry, Tm shift; 0% = protein alone, 100% = glycine-bound protein. Tm shift relative to glycine control, % at 25 µM. 2.5% of 340,000 active;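 active = melting temperature shift of at least 10% of the positive control shift, at one fixed dose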
APOBEC3A inh – APOBEC3A ssDNA deaminase inhibitors, primary screen, selectivity assay for APOBEC3G inhibitor project, biochemical, FAM/TAMRA oligo cleavage fluorescence. recombinant A3A, FAM/TAMRA ssDNA deamination fluorescence. 0.41% of 330,000 active. DNA dC->dU-editing enzyme APOBEC-3A (Homo sapiens), P31941. inhibition, % at 20 µM;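 active = at least 40% inhibition at 20 µM here, with at most 30% in a related deaminase screen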;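 also: plate controls were A3A with DMSO for no effect and wells lacking A3A enzyme for full effect; some results filed as inactive read as strong as hits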
Target sequence (P31941 whole entry, looked up): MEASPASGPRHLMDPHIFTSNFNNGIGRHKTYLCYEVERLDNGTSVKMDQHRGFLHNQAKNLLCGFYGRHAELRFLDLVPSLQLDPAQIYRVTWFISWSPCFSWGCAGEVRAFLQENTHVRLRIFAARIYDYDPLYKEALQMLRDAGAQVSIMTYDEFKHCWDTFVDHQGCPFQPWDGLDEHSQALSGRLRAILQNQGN
APOBEC3G inh – APOBEC3G DNA deaminase inhibitors, primary screen, biochemical, fluorescence, single-stranded DNA substrate, uHTS | DNA dC->dU-editing enzyme APOBEC-3G (Homo sapiens), Q9HC16 | inhibition, % at 20 µM | recombinant A3G, ssDNA deamination FAM/TAMRA fluorescence | 0.28% of 330,000 active;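 active = inhibition of at least 40% at 20 µM, with no more than 30% in the related APOBEC3A deaminase screen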;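 also: plate controls were DMSO wells with A3G for no effect and wells lacking A3G enzyme for full effect; some compounds called inactive have numbers as strong as hits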
Target sequence (Q9HC16 whole entry, looked up): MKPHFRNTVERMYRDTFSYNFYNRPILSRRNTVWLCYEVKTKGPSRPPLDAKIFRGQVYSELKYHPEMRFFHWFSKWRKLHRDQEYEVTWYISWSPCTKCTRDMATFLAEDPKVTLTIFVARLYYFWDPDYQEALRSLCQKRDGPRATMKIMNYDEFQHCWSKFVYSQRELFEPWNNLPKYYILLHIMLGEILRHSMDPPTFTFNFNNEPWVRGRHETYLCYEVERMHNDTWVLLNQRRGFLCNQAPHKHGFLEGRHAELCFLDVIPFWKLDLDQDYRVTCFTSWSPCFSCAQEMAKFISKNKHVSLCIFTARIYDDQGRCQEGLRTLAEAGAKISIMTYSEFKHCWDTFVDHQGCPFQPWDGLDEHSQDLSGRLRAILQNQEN
* hit, by the source's call.

cpd | canonical_smiles | GRIN3A LBD mod | hIAP block | hIAP activ | mIAP act | mIAP inh | APOBEC3G inh | MPTP block | beta cell repl | APOBEC3A inh
1 | O=C(CCC(=O)N1CCN(S(=O)(=O)c2ccccc2)CC1)c1cccs1 | 1 | -4 | 1 | 0.94 | 6 | -6 | -1.1 | 0 | -1
2 | O=C(c1ccco1)N1CCN(C(c2ccc(F)cc2)c2nnnn2CC2CCCO2)CC1 (stereo unspecified) | 0 | 5 | 0.95 | 0.94 | 6 | -7 | -0.8 | 2 | -1
3 | Cc1ccc(S(=O)(=O)c2ccc(Cl)cc2)cc1S(N)(=O)=O | 2 | -11 | 1.1 | 1.1 | -11 | -9 | -0.7 | -2 | -4
4 | COc1cc(/C=C/C(=O)c2c(O)ccc3c(C)cc(=O)oc23)ccc1O | -2 | -9 | 1.1 | 0.91 | 9 | -5 | -3.4 | -2 | -6
5 | CSc1sc(C(=O)NN)c2c1C1(CCC2)SCCS1 | 0 | -6 | 1.1 | 0.97 | 3 | 3 | 1.7 | 0 | 2
6 | Cc1cc(C)cc(N2CC(C)(C)C2=O)c1 | 2 | -2 | 1 | 0.92 | 8 | -5 | -0.8 | -2 | 0
7 | CCN(CC)S(=O)(=O)c1ccc2c(c1)N(CC(=O)NCc1ccco1)C(=O)CO2 | -1 | -2 | 1 | 1.2 | -18 | -2 | 1.2 | 1 | -5
8 | CCc1nnc(NC(=O)C2CCN(C(=O)NC3CCCCC3)CC2)s1 | -1 | -6 | 1.1 | 1.1 | -12 | 0 | -0.8 | 1 | 4
9 | CCN(CC)C(=O)COc1ccc(/C(C)=N/NC(=O)c2ccccc2O)cc1 | -4 | -5 | 1.1 | 1 | 0 | -9 | -0.8 | -2 | 5
10 | NS(=O)(=O)c1ccc(CCNC/C=C/c2ccccc2)cc1 | -1 | -11 | 1.1 | 1 | -5 | 9 | -0.2 | -4 | 2
11 | Cc1cc(Nc2ccc(Cl)cc2)nc(-c2ccccc2O)n1 | 35* | -6 | 1.1 | 1 | -3 | 2 | 12 | -5 | 2
12 | O=S(=O)(Nc1ccccc1OC(F)F)c1ccc(S(=O)(=O)N2CCCC2)cc1 | 0 | 6 | 0.94 | 0.96 | 4 | -6 | 0.6 | -4 | 0
13 | Cc1ccc(NC(=O)c2cc3cccc([N+](=O)[O-])c3[nH]2)cc1 | 33* | -16 | 1.2 | 0.93 | 8 | -5 | 64* | -3 | -1
14 | COc1ccc(Nc2nc(C(=O)NCCCN3CCOCC3)cs2)cc1 | -1 | 14 | 0.86 | 0.93 | 8 | -13 | 1.3 | 0 | -4
15 | COc1ccc(NC(=O)C2CCN(C(=O)c3ccc(OC)cc3)CC2)cc1 | 4 | -9 | 1.1 | 1 | -2 | 3 | -1.0 | 1 | 2
16 | CS/C(=C\[N+](=O)[O-])Nc1ccc(F)cc1 | 1 | -2 | 1 | 0.84 | 16 | -5 | -10 | 0 | -2
17 | COc1ccccc1CNC(=O)c1cc(-c2ccccc2)nn1CC1CC(c2cccnc2)=NO1 (stereo unspecified) | -2 | 3 | 0.97 | 1 | -4 | -11 | 0.7 | -4 | -3
18 | COc1cc(C(C2C(=O)CC(C)(C)CC2=O)C2C(=O)CC(C)(C)CC2=O)ccc1OC(C)=O | 2 | 9 | 0.91 | 0.99 | 1 | -10 | 2.5 | 1 | -5
19 | COc1ccccc1OCC(=O)Nc1nc2c(s1)CCCC2 | -1 | 8 | 0.92 | 0.99 | 1 | 1 | -0.9 | -4 | 4
20 | COc1ccc(NC(=O)COC(=O)CCc2ccccc2)c(OC)c1 | 2 | -9 | 1.1 | 0.87 | 13 | -10 | 1.2 | 0 | -3
21 | Cc1ccc(CSc2ccc(-c3ccc4c(c3)OCO4)nn2)cc1 | 1 | 9 | 0.91 | 0.97 | 3 | 4 | -0.7 | 0 | 1
22 | Cc1cc2ncc(C(=O)N=CN(C)C)cn2n1 | -2 | 18 | 0.81 | 0.98 | 2 | -8 | -0.5 | 5 | -4
23 | O=C(NC1CCCc2ccccc21)c1cc(Cl)ccn1 (stereo unspecified) | -1 | 4 | 0.96 | 0.9 | 10 | 12 | -1.2 | -3 | 62*
24 | Nc1ccc(-c2nnc(-c3ccc(-c4ccccc4)cc3)o2)cc1 | 6 | -1 | 1 | 1 | -2 | 33 | -1.0 | -2 | 2
25 | COc1ccc(-n2nc3c(c2NC(=O)C2CC2)CS(=O)(=O)C3)cc1 | 4 | -11 | 1.1 | 0.92 | 8 | -9 | -0.8 | 0 | -1
26 | COc1cc(/C=N/NC(=O)c2cc(C)oc2C)ccc1O | 1 | -4 | 1 | 1 | -1 | 2 | 0.9 | 0 | 7
27 | CCOc1ccc(-n2c(C)c(C(C)=O)c3cc(OCC(N)=O)ccc32)cc1 | 1 | -8 | 1.1 | 1.1 | -6 | -5 | -3.3 | 1 | 0
28 | O=C(CSCc1ccc(Cl)cc1)NCC1CCCO1 (stereo unspecified) | 2 | 9 | 0.91 | 1 | -3 | -2 | 0.6 | -3 | -2
29 | Cc1cccc(C(=O)Nc2cc(Cl)ccc2-n2cncn2)c1[N+](=O)[O-] | 1 | 14 | 0.86 | 0.99 | 1 | -3 | -2.3 | 0 | 2
30 | Cn1c(=O)cc(OCCCC(=O)NC2CCCC2)c2ccccc21 | 0 | 15 | 0.85 | 0.92 | 8 | -6 | -1.6 | -2 | -3
31 | COc1ccc(CCNC(=O)c2ccc(Cl)cc2Cl)cc1 | -1 | -9 | 1.1 | 1.1 | -6 | -7 | 0.6 | 1 | -4
32 | COC(=O)c1ccccc1NC(=O)Cn1c(CCC(=O)O)ccc1-c1cccs1 | 1 | 3 | 0.97 | 0.92 | 8 | -6 | -0.7 | 0 | -3
33 | CN(C)S(=O)(=O)c1cccc(NC(=S)N/N=C/c2cc(Br)ccc2O)c1 | 12* | -64 | 1.6 | 0.78 | 22 | -12 | 100* | -6 | -4
34 | O=S(=O)(Nc1ccccc1Cl)c1ccc2[nH]c(=S)oc2c1 | -10 | 0 | 1 | 1 | 0 | -3 | 1.0 | -2 | -2
35 | CC(C)(C)c1ccc(C(=O)NNc2ncccc2-n2cccc2)cc1 | -1 | -92 | 1.9 | 1.1 | -12 | -6 | 0.9 | 1 | -4
36 | COc1ccc(OC)c(C(=O)COC(=O)C2CC3CCCC(C2)C3=O)c1 (stereo unspecified) | -4 | -10 | 1.1 | 0.94 | 6 | -6 | 0.1 | -2 | -3
37 | Cc1cc(=O)oc2cc(OCC(=O)c3ccccc3)ccc12 | 0 | -19 | 1.2 | 0.98 | 2 | 9 | -0.9 | -4 | -5
38 | COC(=O)CSc1nc2sc3c(c2c(=O)[nH]1)CCC3 | 0 | -11 | 1.1 | 1 | -1 | 6 | 2.6 | 0 | 13
39 | CCCC(C)NC(=O)C1CCN(C(=O)C2CC(=O)N(c3ccc(C)cc3)C2)CC1 (stereo unspecified) | -3 | -8 | 1.1 | 1.1 | -13 | -3 | -0.7 | -3 | 0
40 | Cc1cc(NC(=O)c2ccc3c(c2)OCO3)ccc1NC(=O)c1ccco1 | -35 | 6 | 0.94 | 0.94 | 6 | -10 | -2.2 | -4 | -3

Entries of single compounds from above. Order of values: GRIN3A LBD mod | hIAP block | hIAP activ | mIAP act | mIAP inh | APOBEC3G inh | MPTP block | beta cell repl | APOBEC3A inh
COC(=O)c1ccccc1NC(=O)Cn1c(CCC(=O)O)ccc1-c1cccs1 as listed: 1 | 3 | 0.97 | 0.92 | 8 | -6 | -0.7 | 0 | -3
COc1ccc(OC)c(C(=O)COC(=O)C2CC3CCCC(C2)C3=O)c1 (stereo unspecified) as listed: -4 | -10 | 1.1 | 0.94 | 6 | -6 | 0.1 | -2 | -3

The results go on.
cpd | canonical_smiles | GRIN3A LBD mod | hIAP block | hIAP activ | mIAP act | mIAP inh | APOBEC3G inh | MPTP block | beta cell repl | APOBEC3A inh
41 | CC1CCN(c2ccc(NC(=S)NC(=O)c3ccco3)cc2)CC1 | 1 | -1 | 1 | 0.92 | 8 | -6 | -1.1 | -7 | -5
42 | CS(=O)(=O)N(CC(=O)N1CCCCCC1)c1ccc(Cl)cc1 | 0 | -4 | 1 | 1 | -2 | 12 | -0.4 | 1 | 37
43 | O=C(NCc1ccccc1Br)c1ccncc1 | -3 | 24 | 0.76 | 1.1 | -8 | 4 | 1.2 | -1 | 2
44 | COc1ccc(-n2cnc3ccccc32)cc1 | 3 | 7 | 0.93 | 1.1 | -7 | -4 | 0.2 | -2 | -1
45 | C=CCNC(=O)COc1ccc(Br)cc1Cl | 0 | 6 | 0.94 | 1 | -2 | -7 | 2.5 | -4 | -1
46 | O=C(NCc1cccnc1)c1ccc(CS(=O)(=O)c2ccc(Br)cc2)o1 | 1 | 12 | 0.88 | 0.92 | 8 | -8 | 0.5 | -2 | -2
47 | O=c1[nH]c(CCl)nc2cc(-c3ccc(F)cc3)sc12 | -2 | 2 | 0.98 | 1 | -1 | 2 | -0.8 | -4 | 2
48 | Cc1ccccc1C1=NC(c2ccc(F)cc2F)ON1 (stereo unspecified) | -2 | 6 | 0.94 | 0.99 | 1 | -3 | -0.9 | 0 | -4
49 | COc1cc2nc(CCc3ccccc3)oc(=O)c2cc1OC | -1 | 1 | 0.99 | 0.98 | 2 | -14 | -1.2 | 1 | -1
50 | CN(Cc1cccc(-n2cccn2)c1)C(=O)CCc1nnc(C2CCCCC2)o1 | -2 | -8 | 1.1 | 1 | -5 | -5 | -2.1 | 1 | 0
51 | C=CCn1c(SCC(=O)Nc2ccc(F)cc2F)nc2c([nH]c3ccccc32)c1=O | 3 | -8 | 1.1 | 1.1 | -10 | -8 | 1.8 | 1 | -3
52 | COc1ccc(CNC(=O)CC(NC(N)=O)c2ccccc2Cl)cc1OC (stereo unspecified) | -6 | -3 | 1 | 1.2 | -19 | 14 | 0.5 | -1 | 1
53 | COC(=O)C(NC(=O)c1ccccc1Cl)(Nc1ncc(S(=O)(=O)c2ccc([N+](=O)[O-])cc2)s1)C(F)(F)F (stereo unspecified) | -8 | -31 | 1.3 | 1 | 0 | -2 | 18 | -6 | 1
54 | CCNc1nc(Oc2ccc(Cl)cc2Cl)cc(C(F)(F)F)n1 | 3 | 6 | 0.94 | 1 | -4 | 5 | 23 | -3 | 4
55 | COC(=O)Nc1ccc(S(=O)(=O)N2CCC(C(=O)N3CCCC(C)C3)CC2)cc1 (stereo unspecified) | 0 | -3 | 1 | 0.9 | 10 | -5 | 0.3 | 2 | 0
56 | CC(=O)Nc1ccc(NC(=O)c2ccc(CN3CCc4ccccc4C3)cc2)cc1 | -2 | 12 | 0.88 | 1.1 | -6 | -4 | 1.8 | -3 | -2
57 | O=C(c1cc2ccccc2oc1=O)N(Cc1ccco1)CC1CCCO1 (stereo unspecified) | -1 | -5 | 1 | 0.97 | 3 | -2 | -0.9 | -1 | 1
58 | CCn1c(SCC(=O)Nc2ccc(Br)cc2)nc2sc3c(c2c1=O)CCN(C)C3 | -14 | -15 | 1.1 | 0.85 | 15 | -4 | -0.2 | -2 | -4
59 | CCOC(=O)Cc1csc(NC(=O)c2cccc(Cl)c2)n1 | 1 | 2 | 0.97 | 1 | -3 | -6 | 2.4 | -1 | -3

Compound activity deposited in PubChem BioAssay by Sanford-Burnham Center for Chemical Genomics.
